# Screening results (PubChem BioAssay)
# Mdm2 MdmX PPI = inhibitors of human Mdm2/MdmX interaction. inhibition, % at 8 µM. AID 485346. SaOS-2 split-luciferase Mdm2/MdmX complementation, luminescence. hit rate 3% among 330,000. O15151+Q00987;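 active means inhibition of at least 50% at 8 µM in the primary screen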
# Target sequence (O15151 whole entry, looked up): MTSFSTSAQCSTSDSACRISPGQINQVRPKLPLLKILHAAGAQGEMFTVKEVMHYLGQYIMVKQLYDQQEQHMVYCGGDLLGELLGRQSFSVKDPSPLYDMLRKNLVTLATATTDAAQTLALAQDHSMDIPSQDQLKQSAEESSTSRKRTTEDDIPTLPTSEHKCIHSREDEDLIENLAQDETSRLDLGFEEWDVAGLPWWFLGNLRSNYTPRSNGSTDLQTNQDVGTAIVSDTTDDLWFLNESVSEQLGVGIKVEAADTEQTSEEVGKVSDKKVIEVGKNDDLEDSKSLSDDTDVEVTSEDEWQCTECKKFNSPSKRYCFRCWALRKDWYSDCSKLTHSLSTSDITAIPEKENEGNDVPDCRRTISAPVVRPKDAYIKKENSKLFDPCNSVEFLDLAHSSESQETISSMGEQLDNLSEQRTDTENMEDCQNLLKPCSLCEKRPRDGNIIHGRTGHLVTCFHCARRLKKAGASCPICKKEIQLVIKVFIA
# Target sequence (Q00987 whole entry, looked up): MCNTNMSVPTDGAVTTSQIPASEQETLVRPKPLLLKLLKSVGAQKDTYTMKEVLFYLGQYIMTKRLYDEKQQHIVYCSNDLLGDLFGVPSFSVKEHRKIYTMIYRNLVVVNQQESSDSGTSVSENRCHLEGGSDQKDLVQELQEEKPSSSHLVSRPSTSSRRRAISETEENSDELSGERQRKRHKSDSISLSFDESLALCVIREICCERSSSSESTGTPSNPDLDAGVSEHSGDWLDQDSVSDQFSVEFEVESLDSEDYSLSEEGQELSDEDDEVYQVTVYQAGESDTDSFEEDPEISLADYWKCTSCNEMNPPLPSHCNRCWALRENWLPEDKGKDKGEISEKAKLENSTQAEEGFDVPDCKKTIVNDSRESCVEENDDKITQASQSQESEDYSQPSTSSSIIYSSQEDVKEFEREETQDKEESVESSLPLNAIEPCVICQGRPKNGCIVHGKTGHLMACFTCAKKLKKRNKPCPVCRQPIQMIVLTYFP
# tim23-1 inh = tim23-1 yeast growth inhibition; S. cerevisiae tim23-1 growth, BacTiter-Glo luminescence, 24 h; inhibition, % at 20 µM; hit rate 1.3% among 330,000; AID 463212;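 active means growth inhibition of the mutant yeast at or above 50%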;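 further: temperature-sensitive mutant grown at 25 °C; plate controls were DMSO-treated mutant yeast for no effect and medium wells lacking yeast for full effect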
# CXCR6 block = blocks human CXCR6 beta-arrestin recruitment | CHO-K1 PathHunter CXCR6 beta-arrestin, luminescence | inhibition, % at 20 µM | hit rate 0.36% among 360,000; in the data active means inhibition above about 34%, passing the limit was not always enough;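 further: antagonist mode with CXCL16 agonist at 10 nM final; 0% = 10 nM CXCL16 with DMSO and 100% = unstimulated wells without agonist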
# APJ antagonist = APJ receptor antagonism | P35414 | CHO-K1 APJ beta-arrestin complementation, luminescence | inhibition, % at 20 µM | hit rate 0.32% among 330,000 | AID 2521;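 active means inhibition above about 40% at 20 µM, limit read from the data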;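 further: cells challenged with 10 nM apelin-13 agonist together with compound; plate controls were apelin-13 plus DMSO wells for no effect and DMSO wells lacking apelin-13 for full effect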
# CHOP UPR activ = activators of apoptotic arm of unfolded protein response (CHOP) | CHO-CHOP luciferase reporter, UPR activation, luminescence; percent of tunicamycin response over DMSO baseline | activation, % at 10 µM | hit rate 0.34% among 330,000;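 active means at 10 µM dose, activation of 40% or more, normalized to positive control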;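 further: 100% = tunicamycin at 10 µg/mL and 0% = DMSO alone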
#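 System: CHO-CHOP luciferase reporter cell line; amount: 500 cells/well; buffer or medium: F12 medium containing 10% fetal bovine serum; incubation: 6 h compound exposure at 37 °C after overnight seeding; measured by: luciferase luminescence after 10 min with Steady-Glo reagent; evaluation: % reporter activation, DMSO baseline versus tunicamycin full activation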
# APJ agonist = APJ receptor agonism; P35414; CHO-K1 APJ PathHunter beta-arrestin, luminescence; 0% DMSO wells, 100% apelin; activation, % at 20 µM; hit rate 0.11% among 330,000; AID 2520;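 active means activation more than six SD over the plate average, tested at 20 µM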;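 further: 0% = DMSO alone and 100% = apelin-13 at 10 nM; some results filed as inactive read as strong as hits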
#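 Assay system – PathHunter CHO-K1 APJ (AGTRL-1) beta-arrestin reporter cells · Compound – one dose, 20 µM compound, 1% DMSO · Timing – compound 90 min 25 °C, reagent 1 h · Measured by – luminescence from split beta-galactosidase complementation, Galacton Star/Emerald II substrate · Measure – beta-arrestin recruitment to APJ as agonist activity, luminescent signal · Benchmarks – DMSO vs Apelin-13 10 nM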
# XBP1 UPR activ = adaptive UPR (XBP1) activation; CHO-XBP1 luciferase reporter, IRE1-XBP1 UPR activation, luminescence; percent of tunicamycin response, DMSO as zero; activation, % at 20 µM; hit rate 0.33% among 330,000; AID 463104;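 active means versus positive control, 20 µM dose yields 30% or more activation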;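 further: 100% = tunicamycin at 10 µg/mL and 0% = DMSO only wells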
#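 assay system = CHO-XBP1 luciferase reporter cells | amount = 1000 cells/well | buffer or medium = F12 plus 10% FBS | compound dosing = single point, 20 µM final compound, 1% DMSO | incubation = 16-18 h cell attachment at 37 °C, then 6 h compound exposure | detection = Steady-Glo luminescence read | controls = tunicamycin 10 µg/mL and vehicle-only wells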
# TIM10 inh = inhibits growth of TIM10 yeast strain; hit rate 1.4% among 330,000; inhibition, % at 10 µM; AID 463195; S. cerevisiae TIM10 strain growth, BacTiter-Glo luminescence, 24 h;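 active means inhibition of 40% or more at the single tested concentration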;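 further: wild-type TIM10 isogenic control strain grown at permissive 25 °C; 0% = DMSO yeast wells and 100% = minimal medium wells without yeast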
# tim10-1 inh = inhibits growth of tim10-1 mutant yeast. AID 463190. inhibition, % at 20 µM. S. cerevisiae tim10-1 ts strain growth, BacTiter-Glo, 24 h. hit rate 2.2% among 330,000;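 active means inhibition of at least 40%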;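 further: mutant grown at 25 °C; 0% = DMSO wells with yeast and 100% = wells holding no yeast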
# The depositor's hits bear a star; nt = no result given. Only part of the results is shown (hit frequency here may not be typical).
(1) COc1ccccc1C(=O)N/C(=C\c1ccccc1)C(=O)NC(Cc1ccccc1)C(=O)O (stereo not drawn)
(2) COc1cc(SC)ccc1C(=O)NCCOc1c(C)cc(C)cc1C
(3) c1ccc(CSc2ncnc3ccccc23)cc1
(4) COc1cc(/C=C(\C#N)C(=O)c2c[nH]c3ccccc23)cc(OC)c1O
(5) COc1ccccc1N=C(C)C1=C(O)CC(c2ccccc2)CC1=O (stereo not drawn)
(6) Cc1c(C(=O)N2CCN(Cc3ccc4c(c3)OCO4)CC2)sc2ncnc(N3CCN(c4ccccc4)CC3)c12
(7) O=C(NCCc1c[nH]c2ccccc12)/C(=C\c1cccnc1)NC(=O)c1cccs1
(8) NC(=O)c1ccc(NC(=O)CSc2nncn2-c2ccccc2)cc1

Compound	1	2	3	4	5	6	7	8
Mdm2 MdmX PPI	14	14	16	5	61*	73*	-30	-36
tim23-1 inh	16	13	17	26	21	24	1	3
CXCR6 block	1	3	8	46*	5	-1	0	-4
APJ antagonist	7	1	0	40*	25	5	0	12
CHOP UPR activ	-1.7	0.3	0.2	-1.5	2.1	3.5	-0.3	-0.4
APJ agonist	0	-5	-1	-5	-4	1	-4	-1
XBP1 UPR activ	-3	0	2	-5	8	10	-2	-4
TIM10 inh	-13	6	-15	13	7	21	8	8
tim10-1 inh	8	21	7	17	-19	48*	5	-24

(9) O=S(=O)(NC1=NCCCCC1)c1cc(F)ccc1F
(10) CCc1ccc2c(c1)C(=O)C[C@]1(CCC[C@H](C)C1)O2
(11) N#C/C(=C\c1cccc(O)c1)C(=O)N1CCCCC1
(12) CC(C)(C)n1cnc2cc(NC(=O)c3cccs3)ccc21
(13) CN(C)/C=C1\NC(=S)N(c2ccc(Cl)cc2)C1=O
(14) Cc1cc(C)n(CCC(=O)N/N=C/c2ccc(O)cc2O)n1
(15) Cc1ccc(C)c(NC(=O)C(OC(=O)c2cnc(C)cn2)c2ccccc2)c1 (stereo not drawn)
(16) CN(C)CC1CCCCC1OC(=O)/C=C/c1ccccc1 (stereo not drawn)

Compound	9	10	11	12	13	14	15	16
Mdm2 MdmX PPI	14	1	14	-60	-6	-17	-10	7
tim23-1 inh	-5	15	46	53*	19	-12	10	-3
CXCR6 block	-3	-5	0	-10	1	-9	-3	-7
APJ antagonist	-3	7	10	-16	-17	13	11	11
CHOP UPR activ	-0.7	0.3	0.9	1.9	-2.8	0.3	-0.1	-0.9
APJ agonist	-3	-6	-2	3	-3	-1	-1	-5
XBP1 UPR activ	-3	1	1	0	-2	-1	-2	-3
TIM10 inh	-7	10	25	61*	-2	-5	5	-2
tim10-1 inh	-11	9	36	25	11	-10	15	6

(17) Cc1oc(-c2cccc(Cl)c2)nc1CSc1nc2c(c(=O)[nH]1)CCC2
(18) O=C(NC1CCCC1)[C@@H]1CSC2c3ccccc3C(=O)N21 (stereo partly drawn)
(19) O=C(CCn1nnc2ccccc21)N1CCN(c2ccccc2)CC1
(20) Cc1c(N=Cc2ccncc2)c(=O)n(-c2ccccc2)n1C
(21) CCOc1ccccc1NC(=O)C(OC(=O)c1ccc(O)cc1)c1ccccc1 (stereo not drawn)
(22) O=C(CCN1C(=O)c2cccc3cccc(c23)C1=O)NCc1cccnc1
(23) COc1ccccc1CN1CCNC(=O)C1CC(=O)NCc1csc(C)n1 (stereo not drawn)
(24) Clc1ccc(-n2nnnc2CN2CCCCC2)cc1Cl

Compound	17	18	19	20	21	22	23	24
Mdm2 MdmX PPI	19	9	-21	8	24	-5	-9	-10
tim23-1 inh	-2	-4	11	2	35	-4	14	14
CXCR6 block	-8	-14	-13	3	-4	-17	-2	-2
APJ antagonist	-4	19	3	-19	6	10	-2	-4
CHOP UPR activ	0.4	1.0	3.8	-0.4	-0.2	1.2	2.4	-3.1
APJ agonist	1	-3	1	-3	-4	1	-3	-3
XBP1 UPR activ	1	-2	1	0	-4	3	1	0
TIM10 inh	21	7	-1	6	33	14	-2	-6
tim10-1 inh	-3	-3	30	18	42*	-2	18	37

# 3 compounds already listed, sorted by the number in Mdm2 MdmX PPI, largest number first.
no.	Molecule	Mdm2 MdmX PPI	CXCR6 block	APJ antagonist	APJ agonist	XBP1 UPR activ	TIM10 inh	tim10-1 inh
2	COc1cc(SC)ccc1C(=O)NCCOc1c(C)cc(C)cc1C	14	3	1	-5	0	6	21
18	O=C(NC1CCCC1)[C@@H]1CSC2c3ccccc3C(=O)N21 (stereo partly drawn)	9	-14	19	-3	-2	7	-3
20	Cc1c(N=Cc2ccncc2)c(=O)n(-c2ccccc2)n1C	8	3	-19	-3	0	6	18

# Next section:
(25) CN(C(=O)COC(=O)/C=C/c1ccc(C(F)(F)F)cc1)C1CCS(=O)(=O)C1 (stereo not drawn)
(26) CC1CCC2(CC1)NC(=O)N(CC(=O)N1CCN(S(=O)(=O)c3ccccc3)CC1)C2=O (stereo not drawn)
(27) Nc1nc(Nc2cccc(Cl)c2)n[nH]1
(28) O=C(CN1CCN(c2ccccc2O)CC1)Nc1ccc2c(c1)OCCCO2
(29) Cc1ccccc1C(=O)N1CCN(c2ccc(NC(=O)c3cccnc3Cl)cc2)CC1
(30) CCOC(=O)c1nn(-c2ccccc2)c2nnc(Cc3ccc(C)cc3)c(=O)n12
(31) Cc1ccc(CNC(=O)CS(=O)(=O)Cc2nc(-c3ccccc3F)oc2C)cc1
(32) O=C(Cc1ccccc1)Nn1c(-c2ccccc2)nc2ccccc2c1=O

Compound	25	26	27	28	29	30	31	32
Mdm2 MdmX PPI	24	10	17	16	24	-9	9	-18
tim23-1 inh	-9	2	11	14	18	-8	0	19
CXCR6 block	-3	-7	-4	-10	-2	-5	0	0
APJ antagonist	-14	-1	13	-6	3	11	4	2
CHOP UPR activ	-0.6	1.5	0.4	0.3	-0.9	2.5	0.3	6.9
APJ agonist	2	-3	2	-4	2	0	-2	0
XBP1 UPR activ	-2	1	-2	-5	-3	0	-2	-1
TIM10 inh	-4	-12	11	3	3	-2	5	-1
tim10-1 inh	-22	-3	-5	19	23	-3	10	7

(33) CCCOC(=O)Nc1nnc(CCC)s1
(34) CCOC(=O)Cc1csc(NC(=O)CSc2nnnn2-c2ccc(C)cc2C)n1
(35) COc1ccc(NC(=O)c2ccccc2NC(=O)c2ccccc2)cc1
(36) CNC(=O)c1cc2c(ccc3ccccc32)oc1=N
(37) Cc1c(C(=O)Nc2cc(F)cc(F)c2)cnn1-c1ccccc1
(38) C=CC[C@@H](CC(=O)N[C@H](CO)Cc1ccccc1)C(=O)N[C@@H](COC(=O)[C@@H](CC=C)CC(=O)OC(C)(C)C)Cc1c[nH]c2ccccc12
(39) COC(=O)c1c(NC(=O)CSc2nnc(-c3ccco3)n2Cc2ccccc2)sc(C)c1C
(40) O=C(/C=C/c1ccco1)NC(=S)Nc1ccccc1N1CCCC1

Compound	33	34	35	36	37	38	39	40
Mdm2 MdmX PPI	-16	-13	3	-2	-91	24	20	-2
tim23-1 inh	19	-22	-18	35	26	0	19	14
CXCR6 block	-5	-9	-1	nt	-8	4	11	6
APJ antagonist	12	2	13	11	7	-25	-14	11
CHOP UPR activ	1.0	-1.3	1.7	-2.2	5.3	1.8	-1.0	-1.2
APJ agonist	0	1	0	0	2	1	-1	-5
XBP1 UPR activ	3	-1	6	0	1	-2	1	-2
TIM10 inh	0	3	-26	17	-2	6	-11	6
tim10-1 inh	1	13	-19	-31	2	10	24	16

(41) NC(Cc1ccc(O)c([N+](=O)[O-])c1)C(=O)O (stereo not drawn)
(42) COCCn1c(NCc2ccc(C)cc2)nc2c1c(=O)[nH]c(=O)n2C
(43) CC1Sc2ccc(S(=O)(=O)N3CCC(C(=O)NCc4ccccc4)CC3)cc2NC1=O (stereo not drawn)
(44) CCOC(=O)c1c(NC(=O)C2C3C=CC(C3)C2C(=O)O)sc2c1CCC(C)C2 (stereo not drawn)
(45) Cc1ccc2[nH]c3c(c2c1)CN(C(=O)CN1CCN(c2ccccn2)CC1)CC3
(46) CN(C)CCOCCOc1ccc(Cl)cc1Br
(47) CCN(C(=O)CCS(=O)(=O)c1cccc2nsnc12)c1cccc(C)c1
(48) O=C(c1cc(N2C(=O)C3C4CCC(C4)C3C2=O)ccc1Cl)N1CCN(c2ccc(F)cc2)CC1 (stereo not drawn)

Compound	41	42	43	44	45	46	47	48
Mdm2 MdmX PPI	-2	16	37	7	34	15	7	-32
tim23-1 inh	3	-5	8	28	21	-1	16	22
CXCR6 block	5	-4	0	-10	-2	-1	2	-4
APJ antagonist	-3	13	20	6	9	3	-17	8
CHOP UPR activ	-1.7	-0.9	-1.7	1.3	-0.7	-0.8	0.2	0.2
APJ agonist	-2	-5	-3	2	-1	-3	-3	-5
XBP1 UPR activ	-2	-4	-11	0	0	-2	-1	-3
TIM10 inh	-4	2	0	10	3	-15	22	27
tim10-1 inh	13	3	3	19	4	11	7	19

(49) CCc1ccc2c(c1)c(N=NC1=NC(=O)CS1)c(O)n2CC
(50) NC(=O)c1nsc(C(=O)N(c2ccccc2)C(C(=O)NC2CCCC2)c2cccs2)c1N (stereo not drawn)
(51) CCc1noc(C)c1C(=O)Nc1ccc(S(=O)(=O)N2CCC(C)CC2)cc1
(52) CC(=O)N(C)c1ccc(NC(=O)COc2ccc(Br)cc2C)cc1
(53) CCC(CO)Oc1cc(NC(=O)c2ccccc2[N+](=O)[O-])c2ncn(C(C)C)c2c1 (stereo not drawn)
(54) CCOC(=O)C1=C(C)NC(=O)NC1c1ccc(-c2ccc(F)cc2)o1 (stereo not drawn)
(55) C=CCn1c(SCC(=O)NCCC2=CCCCC2)nc2ccc(Cl)cc2c1=O
(56) CCOc1ccc(-n2c(SCC(=O)Nc3cc(C)on3)nnc2-c2c[nH]c3ccccc23)cc1
(57) O=C(COC(=O)/C=C/c1cccc(F)c1)Nc1ccccc1-c1ccccc1
(58) COc1ccc(/C(C)=N/NC(=O)Cc2c(C)nc(C)[nH]c2=O)cc1

Compound	49	50	51	52	53	54	55	56	57	58
Mdm2 MdmX PPI	10	41	20	5	9	22	-5	-4	17	-1
tim23-1 inh	29	-16	34	32	-7	2	-7	-15	14	11
CXCR6 block	18	-2	-8	0	-9	-6	10	8	4	-19
APJ antagonist	29	-8	12	-29	1	-33	12	8	-3	1
CHOP UPR activ	1.1	0.2	0.0	1.8	1.9	0.0	1.9	0.9	-1.9	-3.1
APJ agonist	-4	-1	-4	-3	0	-1	-7	-4	-1	-3
XBP1 UPR activ	-1	0	-5	-5	2	-1	-3	-1	-1	-1
TIM10 inh	4	-28	11	5	5	11	-2	-28	14	-7
tim10-1 inh	38	-2	22	35	1	3	20	11	25	0
